Bioassay records: PubChem, several laboratories
HUVEC tox IL1B: HUVEC cytotoxicity counter-screen, IL-1B stimulated | cell count reduction, % at 2 µM | HUVEC cell count loss, Hoechst imaging | AID 845 | 0.41% of 94,000 active;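 active = cell count reduction more than 3 SD above the screen-wide mean, cut at about 70% in these data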;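 note: normalized per plate to untreated control cells as the no-loss baseline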
DAT uptake mod: modulates human dopamine transporter uptake under cocaine. Q01959. 1.3% of 110,000 active. B-score at 10 µM. LLC-PK1 hDAT cells, [14C]-dopamine uptake with cocaine IC80; actives deviate in either direction;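 active = Z score or B-score, a plate-position-corrected score, falls beyond the plate's 99.7% confidence bounds, in either direction; inactive = both scores lie inside the 99.7% bounds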;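 note: scored against the spread of the other compound wells on the same plate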
Target sequence (Q01959 whole entry, looked up): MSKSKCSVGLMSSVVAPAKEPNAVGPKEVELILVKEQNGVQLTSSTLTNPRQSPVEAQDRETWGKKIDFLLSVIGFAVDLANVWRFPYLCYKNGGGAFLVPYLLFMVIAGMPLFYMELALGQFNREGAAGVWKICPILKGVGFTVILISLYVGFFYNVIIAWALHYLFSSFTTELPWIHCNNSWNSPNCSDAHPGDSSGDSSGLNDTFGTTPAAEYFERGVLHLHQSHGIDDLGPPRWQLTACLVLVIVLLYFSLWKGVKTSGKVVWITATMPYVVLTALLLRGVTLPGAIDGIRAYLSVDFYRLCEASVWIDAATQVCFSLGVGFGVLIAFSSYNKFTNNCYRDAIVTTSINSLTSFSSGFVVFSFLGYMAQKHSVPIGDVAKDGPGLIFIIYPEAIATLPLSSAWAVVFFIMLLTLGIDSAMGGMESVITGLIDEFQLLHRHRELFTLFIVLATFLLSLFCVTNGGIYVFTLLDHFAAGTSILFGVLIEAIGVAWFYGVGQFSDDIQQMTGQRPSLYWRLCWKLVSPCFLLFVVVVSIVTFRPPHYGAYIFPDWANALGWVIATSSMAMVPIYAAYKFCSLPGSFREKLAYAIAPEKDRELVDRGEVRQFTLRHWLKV
cytoskel mod: alters cytoskeleton assembly in HUVEC cells | inhibition, % at 2 µM | HUVEC TNFa F-actin phalloidin imaging, high content | 0.18% of 91,000 active;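 active = inhibition above the batch mean plus 3 SD and confirmed as a hit by visual image inspection, cut at about 30% in these data, passing the limit was not always enough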; note: strong numbers were not always called active
VCAM1 TNFa inh: reduces TNF alpha induced VCAM1 expression in HUVEC; HUVEC TNFa-induced VCAM-1 immunofluorescence, high-content imaging; inhibition, % at 2 µM; 0.48% of 95,000 active; AID 802;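 active = inhibition above the batch mean plus 3 SD, with images confirmed as a hit by eye, cut at about 37% in these data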;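 note: 0% = TNF-stimulated DMSO wells and 100% = unstimulated control wells; not every result past the cut was called active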
MT1-MMP txn act: MT1-MMP promoter transcription activation. HT1080 MT1-MMP promoter luciferase reporter, luminescence, overnight; hits give high values. activation factor at 10 µM. 0.16% of 86,000 active. AID 750;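 active = activation factor of at least 2 for MT1-MMP transcription at 10 µM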
TNFa cytotox: HUVEC cytotoxicity counter-screen, TNF alpha stimulated; HUVEC TNFalpha-stimulated, Hoechst cell count, imaging; cell count reduction, % at 2 µM; 0.17% of 93,000 active; AID 848;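 active = cell count reduction exceeding the screen mean by over 5 SD, scaled to untreated wells per plate, cut at about 78% in these data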;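 note: cells counted after 24 h of TNF alpha exposure following the 1 h pretreatment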
Candida biofilm: kills Candida albicans biofilms; inhibition, % at 6 µM; C. albicans biofilm + clotrimazole, Alamar Blue; 0.14% of 85,000 active;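 active = inhibition above 20%; inactive = inhibition below 20%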;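 note: preformed 24 hr biofilms exposed to compound for 48 hr; 0% = biofilm without compound and 100% = blank killed by clotrimazole plus chlorhexidine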
LYP inh 2: inhibitors of human LYP (PTPN22) phosphatase | Q9Y2R2 | recombinant LYP catalytic domain, DiFMUP fluorescence | inhibition, % at 2 µM | 0.21% of 96,000 active;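 active = inhibition at 2 µM at or above a set limit, the screen mean plus 3 SD, cut at about 24% in these data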;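 note: 0% = DMSO with enzyme and 100% = enzyme fully blocked by orthovanadate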
Smad3 inh: blocks human Smad3 binding to FoxH1 peptide; P84022; TR-FRET Smad3/Dy647-FoxH1 peptide binding, europium anti-His; inhibition, % at 25 µM; 0.29% of 88,000 active;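 active = compounds that reduce the energy-transfer binding signal between the protein and its labelled peptide by more than half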;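 note: 0% = Smad3 plus labelled peptide maximal FRET and 100% = peptide-only background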
Target sequence (P84022 whole entry, looked up): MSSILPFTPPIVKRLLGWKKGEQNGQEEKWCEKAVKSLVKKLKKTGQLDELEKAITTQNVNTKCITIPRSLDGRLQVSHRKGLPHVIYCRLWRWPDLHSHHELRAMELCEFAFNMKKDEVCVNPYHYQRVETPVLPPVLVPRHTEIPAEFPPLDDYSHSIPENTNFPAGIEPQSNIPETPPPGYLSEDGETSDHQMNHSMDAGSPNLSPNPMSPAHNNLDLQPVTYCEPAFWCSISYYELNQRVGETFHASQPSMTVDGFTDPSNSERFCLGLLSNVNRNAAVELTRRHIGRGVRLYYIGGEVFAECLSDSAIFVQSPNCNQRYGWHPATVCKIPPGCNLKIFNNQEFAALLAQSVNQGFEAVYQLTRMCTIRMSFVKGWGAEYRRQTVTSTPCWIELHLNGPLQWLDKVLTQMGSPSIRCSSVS
Numbers without * were called inactive; · = no result given; [ ] = dose if it differs, or a comment. A portion of the library (hit frequency here may not be typical).

molecule,Candida biofilm,VCAM1 TNFa inh,HUVEC tox IL1B,TNFa cytotox,MT1-MMP txn act,LYP inh 2,DAT uptake mod,Smad3 inh,cytoskel mod
Cc1ccnc(N2CCN(C(=O)CSc3nc4ccccc4nc3N3CCCCC3)CC2)c1,9,·,·,·,1,·,-1.6,8,·
CSCc1cc(N(C)C)nc(SCc2ccc(Cl)cc2Cl)n1,·,10,-12,-3,·,11,-0.32,·,-18
CCOC(=O)Cc1csc(NC(=O)CSc2nnc(-c3ccc(C)cc3)o2)n1,10,-2,6,-8,1,-5,0.21,-3,-6
S=c1[nH]nc(Cc2ccccc2)n1-c1ccccc1,-4,4,-10,15,1,-3,-1.1,-1,11
CSc1nsc(SC)c1NC(=O)N1CCCC1,·,-11,-11,-13,·,-14,-0.14,·,24
COc1ccccc1NC(=O)C1CCCCC1,5,1,-15,-10,1,-1,0.12,4,7
O=C(Nc1ccc(Cl)cc1)Nc1cccnc1,5,-11,10,-5,1.2,-4,-2.3*,15,-11
O=C(NC1CC2CCC(C1)N2Cc1nnnn1Cc1ccco1)NC12CC3CC(CC(C3)C1)C2 (stereo unspecified),6,·,·,·,1.1,·,0.017,3,·
Cc1nc(N2CCCC2)c2ccsc2n1,6,-7,38,1,1.1,2,-0.37,-3,-20
CC(=O)c1ccccc1NC(=O)CSc1nnc2ccccn12,-5,-20,4,12,1.2,1,·,-22,28
CC(C)(C)NC(=O)Cn1nnnc1-c1nonc1N,4,18,-17,-12,1.2,4,-0.65,1,-12
Cc1cc(NC(=O)COC(=O)C2CCN(C(=O)c3ccc(Cl)cc3)CC2)no1,5,14,16,17,1.1,8,-1.3,8,-18
COc1ccccc1Oc1cc(F)nc(N)n1,·,10,-55,-16,·,3,-0.29,·,0
CC(=O)Nc1ccc(C(=O)NC(CC(=O)O)c2ccc(Cl)cc2)cc1 (stereo unspecified),2,-2,0,-12,1,-11,-0.35,-5,·
O=C(COc1ccc(-c2nnc(N3CCCCC3)c3ccccc23)cc1)N1CCCCC1,5,11,2,-25,1,10,1.3,-8,-6
CC(=O)c1c[nH]c2ccc(C)cc2c1=O,·,6,-17,-2,1,-1,-0.029,·,2
Cn1cnc2c1c(=O)n(Cc1c(Cl)cccc1Cl)c(=O)n2C,-7,19,-22,3,1.1,-20,-0.45,4,4
COc1cc(NS(=O)(=O)c2ccc(NC(=O)c3ccc(C)o3)cc2)nc(OC)n1,7,3,2,-5,1,3,0.23,14,15
C=CCn1c(SCC(=O)NC(=O)NCC(C)C)nnc1C1CCCCC1,9,6,5,-18,1,4,0.27,-4,28
Cc1ccccc1-n1nc(C(=O)c2cccs2)cc(-c2nc3ccccc3[nH]2)c1=N,2,-9,-145,-13,1,8,0.53,6,23
Clc1ccc2nc(C3CCN(Cc4ccccc4)CC3)[nH]c2c1,·,-8,1,-28,·,4,0.23,·,0
S=c1[nH]nc(-c2cc3ccccc3o2)n1Cc1ccccc1,2,-34,-10,-15,1.1,-10,1.8,3,9
COc1cc(C)c(Cl)cc1S(=O)(=O)NCCCN1CCOCC1,2,22,29,-13,1.1,-5,0.71,6,-4
Cn1ncc(Br)c1C(=O)OCC(=O)Nc1nc(-c2ccccc2)cs1,10,-2,5,2,1.1,-9,0.0085,6,-5
N#C/C(=C\c1cn[nH]c1-c1ccc(Cl)cc1)C(=O)NCc1ccccc1,·,-2,4,-22,·,-2,·,·,-4
COc1cccc(NC(=O)CNC(=O)c2cccs2)c1,4,16,-27,6,1.3,-22,0.68,3,4
O=C(CN1CCN(c2ncc(C(F)(F)F)cc2Cl)CC1)Nc1ccc2c(c1)OCO2,7,-1,-17,-14,1.2,2,0.47,2,0
O=C(Nc1c(C(=O)Nc2ccccc2)cnn1-c1ccccc1)c1ccco1,7,-12,14,-5,1.1,-6,1.6,7,2
CC(=O)Nc1ccc(S(=O)(=O)NCc2ccc3[nH]c(C)cc3c2)cc1,7,18,13,-10,·,-7,-0.77,-10,-5
Cc1ccccc1C(=O)Nc1ccc(C(=O)NNC(=O)CCCOc2ccc(Cl)cc2Cl)cc1,·,5,12,8,·,8,-0.22,·,-34
O=C(OCn1nnc2ccccc2c1=O)c1ccco1,3,8,-3,-12,·,-2,-1.3,2,4
COc1ccc(-c2nc(CS(=O)CC(=O)NCCCN3CCCC3)c(C)o2)cc1OC (stereo unspecified),-4,-15,15,2,1.2,-1,-0.015,0,6
CC(=O)c1cn(CCCCCCCCCCn2cc(C(C)=O)c(=O)[nH]c2=O)c(=O)[nH]c1=O,·,6,15,-21,·,-11,-0.9,·,7
O=C(CC1OC(=O)c2ccccc21)c1ccco1 (stereo unspecified),8,25,-18,-2,1.3,-11,0.44,-9,21
O=C(O)C1CCN(C(=O)c2ccccc2Cl)CC1,3,-7,-10,-5,1.1,1,-0.14,1,-4
CCn1cc(C(=O)NCc2ccccc2OC)c(=O)c2cc(S(=O)(=O)N(C)C)ccc21,14,·,·,·,1.2,·,0.66,-6,·

Shown with two lines to a compound: 16 of the compounds above
Below each compound: Candida biofilm, VCAM1 TNFa inh, HUVEC tox IL1B, TNFa cytotox, MT1-MMP txn act, LYP inh 2, DAT uptake mod, Smad3 inh, cytoskel mod
Clc1ccc2nc(C3CCN(Cc4ccccc4)CC3)[nH]c2c1
 : ·, -8, 1, -28, ·, 4, 0.23, ·, 0
S=c1[nH]nc(-c2cc3ccccc3o2)n1Cc1ccccc1
 : 2, -34, -10, -15, 1.1, -10, 1.8, 3, 9
COc1cc(C)c(Cl)cc1S(=O)(=O)NCCCN1CCOCC1
 : 2, 22, 29, -13, 1.1, -5, 0.71, 6, -4
Cn1ncc(Br)c1C(=O)OCC(=O)Nc1nc(-c2ccccc2)cs1
 : 10, -2, 5, 2, 1.1, -9, 0.0085, 6, -5
N#C/C(=C\c1cn[nH]c1-c1ccc(Cl)cc1)C(=O)NCc1ccccc1
 : ·, -2, 4, -22, ·, -2, ·, ·, -4
COc1cccc(NC(=O)CNC(=O)c2cccs2)c1
 : 4, 16, -27, 6, 1.3, -22, 0.68, 3, 4
O=C(CN1CCN(c2ncc(C(F)(F)F)cc2Cl)CC1)Nc1ccc2c(c1)OCO2
 : 7, -1, -17, -14, 1.2, 2, 0.47, 2, 0
O=C(Nc1c(C(=O)Nc2ccccc2)cnn1-c1ccccc1)c1ccco1
 : 7, -12, 14, -5, 1.1, -6, 1.6, 7, 2
CC(=O)Nc1ccc(S(=O)(=O)NCc2ccc3[nH]c(C)cc3c2)cc1
 : 7, 18, 13, -10, ·, -7, -0.77, -10, -5
Cc1ccccc1C(=O)Nc1ccc(C(=O)NNC(=O)CCCOc2ccc(Cl)cc2Cl)cc1
 : ·, 5, 12, 8, ·, 8, -0.22, ·, -34
O=C(OCn1nnc2ccccc2c1=O)c1ccco1
 : 3, 8, -3, -12, ·, -2, -1.3, 2, 4
COc1ccc(-c2nc(CS(=O)CC(=O)NCCCN3CCCC3)c(C)o2)cc1OC (stereo unspecified)
 : -4, -15, 15, 2, 1.2, -1, -0.015, 0, 6
CC(=O)c1cn(CCCCCCCCCCn2cc(C(C)=O)c(=O)[nH]c2=O)c(=O)[nH]c1=O
 : ·, 6, 15, -21, ·, -11, -0.9, ·, 7
O=C(CC1OC(=O)c2ccccc21)c1ccco1 (stereo unspecified)
 : 8, 25, -18, -2, 1.3, -11, 0.44, -9, 21
O=C(O)C1CCN(C(=O)c2ccccc2Cl)CC1
 : 3, -7, -10, -5, 1.1, 1, -0.14, 1, -4
CCn1cc(C(=O)NCc2ccccc2OC)c(=O)c2cc(S(=O)(=O)N(C)C)ccc21
 : 14, ·, ·, ·, 1.2, ·, 0.66, -6, ·

The list goes on.
molecule,Candida biofilm,VCAM1 TNFa inh,HUVEC tox IL1B,TNFa cytotox,MT1-MMP txn act,LYP inh 2,DAT uptake mod,Smad3 inh,cytoskel mod
CCCOc1ccc(C(=O)NCCCn2ccnc2)cc1,0,0,24,-5,1.2,-11,-1.1,0,22
CCCCC(=O)NCc1ccc2c(c1)cc(C)n2C,2,-10,-27,-16,1.1,-4,0.17,2,-10
Cc1csc(NC(=O)CSc2nc3ccccc3c(=O)[nH]2)n1,6,-9,-4,-17,1.1,-2,1.6,2,-10
COc1ccc2c(c1OC)C(=O)N(c1nccs1)C2,4,-18,-1,-24,1.9,0,-0.21,5,-29
CCOC(=O)c1c(C)[nH]c(C)c1C(=O)COC(=O)c1cccc(S(=O)(=O)N(CC)CC)c1,7,15,8,2,1.1,3,·,20[fluorescence artefact?],-21
CCCCNC(=O)c1cc2n(n1)C(C(F)(F)F)CC(c1ccccc1)N2 (stereo unspecified),6,3,-8,-10,1.2,-7,0.46,-14,-3
COc1ccc2c(c1)Cc1sc(NC(=O)c3ccco3)nc1-2,8,11,-7,-19,1.8,-6,1.9,19,7
Cc1ccc2nc(SCCC#N)nc(C)c2c1,5,-7,-7,-8,1.1,4,-1.5,6,10
Cc1csc2nc(CSc3nc4ccccc4o3)cn12,-1,1,25,-8,1.7,1,1.3,4,-5
CC(=O)N(c1ccccc1)c1c(F)c(F)c(F)c(F)c1F,4,8,22,-10,·,-6,-1.3,0,-5
O=C(NC1CCCCCC1)C1CCCN(S(=O)(=O)c2cccs2)C1 (stereo unspecified),3,32,17,44,1.1,9,-0.04,-1,1
CCN(CC)CCN1C(=O)C(=O)/C(=C(/O)c2ccc(C)cc2)C1c1ccncc1 (stereo unspecified),-2,4,-4,-18,1.3,1,-0.63,5,12
COc1ccc(-c2nnc3sc(-c4ccccn4)nn23)cc1,8,·,·,·,0.9,·,1.9,2,·
CCOc1ccc(C2CC(=O)NC(SCC(=O)OC)=C2C#N)cc1 (stereo unspecified),9,-6,7,-11,·,-6,1.2,1,5
CN1CCN(NC(=O)c2ccc(Cl)c([N+](=O)[O-])c2)CC1,·,-44,5,3,·,6,0.21,·,13
CC(C)=CC(=O)Nc1nnc(C(C)C)s1,2,-6,-21,4,1.9,4,-0.78,1,-8
Cn1c(CCNC(=O)c2ccccc2)nc2ccccc21,·,-7,-55,-6,1.2,-18,-0.05,·,-16
NC(=O)C1(N2CCCCC2)CCN(C2CC(=O)N(Cc3cccs3)C2=O)CC1 (stereo unspecified),0,11,9,13,1.1,7,·,-11,-13
CC/C(C)=C1\SC(N2CCN(c3cccc(C(F)(F)F)c3)CC2)=NC1=O,10,-3,-16,-16,1,-12,0.21,22,-3
COc1ccc2[nH]c(=O)c(CN(C)C(=O)c3ccncc3)cc2c1,7,10,13,-19,1,8,0.51,7,22
COc1ccc(CNC(=O)c2csc(Cc3ccc(OC)cc3)n2)cc1,·,-9,-28,2,·,3,1.5,·,-1
Cc1cc(-c2ccccc2N)n[nH]1,5,-7,10,11,1.2,-4,-0.36,11,-24
COC(=O)NC1CCC(CC2CCC(NC(=O)OC)CC2)CC1 (stereo unspecified),9,5,3,-3,1.1,4,-0.033,-17,2
COc1ccc(NC(=O)CC(C(=O)O)N2CCCCC2)cc1 (stereo unspecified),-4,16,-4,0,1.1,-8,·,6,-9
